# Hsp70 inhibitors = Hsp70 inhibitors, probe displacement, primary screen, biochemical, fluorescence polarization (AID 583). Heat shock 70 kDa protein 1A (Homo sapiens). 140,000 compounds, 0.06% hits. Hsp70 fluorescence polarization probe displacement, mP; higher % means a stronger effect. displacement, % at 20 µM; hits with a dose series show IC50 in µM; in the data active = displacement above about 50%;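 also: plate controls were vehicle for no effect and reference ligand for full effect; a part of the inactive calls stands beside numbers as strong as those of hits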
# Rat MKP-3 inhibitors = MKP-3 phosphatase inhibitors, primary screen, biochemical, rat enzyme, in vitro (AID 425); recombinant MKP-3 phosphatase activity, fluorescence; higher % means a stronger effect; one-dose inhibition, % at 20 µM; IC50 in µM for titrated hits; 110,000 compounds, 0.17% hits; Dual specificity protein phosphatase 6 (Rattus norvegicus); in the data active = inhibition above about 50%;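 also: plate controls were vehicle for no effect and reference inhibitor for full effect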
# The depositor's hits bear a star; · = no result given; & = joins results of further samples.
SMILES,Hsp70 inhibitors,Rat MKP-3 inhibitors
CCCCc1ccc(CC2S/C(=C(\C#N)C(=O)N3CCOCC3)N(c3ccccc3)C2=O)cc1 (centres undefined),-5.2%,·
CCC(=O)Nc1ccc(Nc2ccccc2)cc1,-0.5%,1.5%
Cc1nccn1CCc1nc(N)nc(N)n1,·,-11.0%
Nc1c(C(=O)CCC(=O)O)oc2ccc(Cl)cc12,-0.2%,-10.8%
O=C(c1ccc([N+](=O)[O-])cc1)c1ccc2c(c1)OCCCO2,5.5%,1.9%
COc1ccc2c(c1)C=CC1(O2)N(CCO)c2ccccc2C1(C)C (centres undefined),-3.8%,3.6%
O=C(CN1CCOCC1)Nc1ccc(Oc2ccc(NC(=O)CN3CCOCC3)cc2)cc1,-4.6%,-12.3%
Nc1nc(CN2CCCCC2)cs1,-0.8%,-13.2%
COc1ccc(S(=O)(=O)N(C)CC(=O)N2CCOCC2)cc1,0.4%,-14.6%
CCOc1cc(C)c(Cl)cc1S(=O)(=O)n1cnc2ccccc21,6.8%,-4.1%
CS(=O)(=O)N1CCc2cc(-c3csc(NC(=O)C(c4ccccc4)c4ccccc4)n3)ccc21,-4.9%,·
O=C(Nc1ccc(Cl)c(-c2nc3ccccc3[nH]2)c1)c1cc2ccccc2o1,-1.1%,5.0%
COc1ccc(NC(=O)c2cc(Br)ccc2Cl)cc1OC,10.1%,-3.3%
Cc1ccn2cc(CSc3ccccc3N)nc2c1,1.4%,·
CC(=O)NC12CC3CC(C)(C1)CC(NC(C)=O)(C3)C2,-6.8%,-1.2%
COc1ccccc1-n1cc(C(=O)NCC(=O)N2CCN(c3ccccn3)CC2)c2ccccc2c1=O,-4.2%,-3.7%
Cc1cc2ncn(C(=O)c3cccc(I)c3)c2cc1C,5.5%,-1.0%
O=C(/C=C/c1ccccc1)NC(=S)Nc1ccc2ccccc2c1,-1.9%,-1.0%
O=C(NCc1ccco1)C1CC(=O)N(c2ccc(F)cc2)C1 (centres undefined),2.9%,-9.3%
Cc1ccc(CC(CC(=O)O)C(=O)NC2CCCCC2)cc1 (centres undefined),-0.4%,-6.1%
CCOc1cc(/C=C2\C(=O)NN(c3ccccc3)C2=O)cc(Cl)c1O,3.2%,1.5%
O=S(=O)(c1ccc(F)c(Cl)c1)N1CCCC1,-1.3%,-5.4%
Cc1ncoc1C(=O)Nc1ccc(Oc2ccccc2)cc1,1.1%,-0.7%
COc1ccc2nc3oc(C(=O)N4CCCCC4)cc3cc2c1,0.1%,-0.8%
COc1ccc(C2=C/C(=C/c3ccc([N+](=O)[O-])o3)C(=O)O2)c(OC)c1,-24.0%,0.1%

# Part of the list above in order of SMILES length, falling.
SMILES,Hsp70 inhibitors,Rat MKP-3 inhibitors
CS(=O)(=O)N1CCc2cc(-c3csc(NC(=O)C(c4ccccc4)c4ccccc4)n3)ccc21,-4.9%,·
COc1ccccc1-n1cc(C(=O)NCC(=O)N2CCN(c3ccccn3)CC2)c2ccccc2c1=O,-4.2%,-3.7%
COc1ccc(C2=C/C(=C/c3ccc([N+](=O)[O-])o3)C(=O)O2)c(OC)c1,-24.0%,0.1%
O=C(CN1CCOCC1)Nc1ccc(Oc2ccc(NC(=O)CN3CCOCC3)cc2)cc1,-4.6%,-12.3%
O=C(Nc1ccc(Cl)c(-c2nc3ccccc3[nH]2)c1)c1cc2ccccc2o1,-1.1%,5.0%
CCOc1cc(/C=C2\C(=O)NN(c3ccccc3)C2=O)cc(Cl)c1O,3.2%,1.5%
O=C(c1ccc([N+](=O)[O-])cc1)c1ccc2c(c1)OCCCO2,5.5%,1.9%
CCOc1cc(C)c(Cl)cc1S(=O)(=O)n1cnc2ccccc21,6.8%,-4.1%
COc1ccc(S(=O)(=O)N(C)CC(=O)N2CCOCC2)cc1,0.4%,-14.6%
O=C(NCc1ccco1)C1CC(=O)N(c2ccc(F)cc2)C1 (centres undefined),2.9%,-9.3%
COc1ccc2nc3oc(C(=O)N4CCCCC4)cc3cc2c1,0.1%,-0.8%
COc1ccc(NC(=O)c2cc(Br)ccc2Cl)cc1OC,10.1%,-3.3%
Cc1ncoc1C(=O)Nc1ccc(Oc2ccccc2)cc1,1.1%,-0.7%
O=S(=O)(c1ccc(F)c(Cl)c1)N1CCCC1,-1.3%,-5.4%
Cc1nccn1CCc1nc(N)nc(N)n1,·,-11.0%
Nc1nc(CN2CCCCC2)cs1,-0.8%,-13.2%

# (cont.)
SMILES,Hsp70 inhibitors,Rat MKP-3 inhibitors
O=S(=O)(N1CCCCC1)N1CCN(S(=O)(=O)N2CCCCC2)CC1,1.7%,6.2%
COc1ccccc1CNC(=O)/C=C/c1ccc([N+](=O)[O-])cc1,1.5%,1.2%
O=C(Nc1ccc2nn(-c3ccc(Cl)cc3)nc2c1)c1ccccn1,-0.2%,8.9%
COc1cccc(/C=N/NC(N)=S)c1OS(=O)(=O)c1ccccc1,3.1%,·
Cc1cccc(/C(N)=N/OC(=O)c2ccccc2Br)c1,2.0%,0.0%
O=C(O)C1CCCCC1C(=O)Nc1ccccc1F (centres undefined),1.9%,-19.7%
O=[N+]([O-])c1ccc(N2CCOCC2)cc1NCCOc1ccc(F)cc1,-0.8%,0.8%
C=CCC1(O)C(C)C(c2ccccc2)NC(c2ccccc2)C1CCC (centres undefined),-1.9%,3.3%
CCN(CC)c1nc2n(c(=O)n1)CCN2CC,0.2%,-13.2%
COc1ccc2nc(NS(=O)(=O)c3ccc(Cl)cc3)c(Nc3ccc(NC(C)=O)cc3)nc2c1,-1.0%,1.4%
CCOc1cc2oc(=O)cc(-c3ccccc3)c2cc1CC,-1.0%,4.2%
CCOC(=O)c1c(NC(=O)c2ccc(OC)cc2OC)sc2c1CCCCC2,7.6%,1.1%
N#CCSc1nc2[nH]ncc2c(=O)n1-c1ccccc1Br,2.3%,3.6%
CCOC(=O)C1CCN(S(=O)(=O)c2ccc(OC)c(OC)c2)CC1,3.1%,·
COc1ccc(S(=O)(=O)N(CC(=O)N2CCN(C)CC2)c2ccccc2)cc1OC,-2.0%,-6.7%
O=C(CN1CCOCC1)N1CCc2ccccc2C(c2ccccc2)C1 (centres undefined),4.1%,4.4%
O=C(Nc1ccc(NC(=O)c2ccc(-c3ccc(Cl)cc3Cl)o2)cc1)c1ccccc1,2.2%,1.5%
CCOCCn1c(CN(Cc2ccccc2)Cc2ccccc2)nc2c1c(=O)n(C)c(=O)n2C,4.3%,1.9%
O=C1CC(N(CCc2ccccc2)C(=O)c2ccccc2)C(=O)N1c1ccccc1 (centres undefined),0.8%,-0.4%
Cc1c(Cl)cccc1-c1ccc(C(=O)Nc2ccc3c4c(cccc24)CC3)o1,-6.9%,-4.2%
NS(=O)(=O)c1ccc(NC(=O)CSc2nnnn2-c2ccccc2)cc1,-0.2%,0.5%
O=C(Cn1c(=O)oc2ccccc21)Nc1ccc2c(c1)OCCO2,6.9%,-10.2%
Cc1c(/C(O)=C2/C(=O)C(=O)N(CCN3CCOCC3)C2c2cccs2)cnn1-c1ccccc1 (centres undefined),-2.1%,-11.0%
Clc1cccc(CSc2nnc(-c3ccccn3)n2Cc2ccco2)c1,-2.5%,-5.4%
Cc1c(NC(=O)C2CCN(S(=O)(=O)c3ccc(Cl)cc3)CC2)c(=O)n(-c2ccccc2)n1C,1.8%,·

# Further compounds
SMILES,Hsp70 inhibitors,Rat MKP-3 inhibitors
CC(C)C1C(C#N)=C(N)Oc2n[nH]c(-c3ccccc3)c21 (centres undefined),2.7%&-6.6%,2.2%
Cc1cc(C)cc(NCc2cccnc2)c1,1.7%,-1.3%
Cc1ccc(C(=O)Nc2ccc(S(=O)(=O)N3CCc4ccccc43)cc2)o1,·,-4.0%
Cc1onc(-c2c(Cl)cccc2Cl)c1C(=O)NCCCN1CCOCC1,0.8%,-8.1%
Cc1nn(CC(=O)O)c(C)c1C,3.7%,-2.7%
O=C(O)c1cc2cc(OCc3ccccc3)ccc2[nH]1,20.5%,-10.0%
Cc1cc(C(=O)N2CCN(c3ncccn3)CC2)cs1,0.2%,2.8%
CCOc1ccc2nc(SCCNS(=O)(=O)c3ccccc3)sc2c1,-4.6%,2.8%
O=C(Nc1nnc(C2CC2)s1)C1Cc2ccccc2CN1S(=O)(=O)c1cccs1 (centres undefined),0.5%,-0.9%
COc1ccc(OC)c(C2=NO[C@@H]3C(=O)N(c4cc(Cl)ccc4OC)C(=O)[C@H]23)c1,0.9%,1.1%
CCCC(=O)Nc1ccc(NC(=O)C2CC2)cn1,-0.5%,-7.2%
COc1ccc(C2C=C(c3ccc(Br)cc3)Nc3nc(N4C(=O)CCC4=O)nn32)cc1 (centres undefined),22.5%,0.0%
O=C1c2cccc3c(Br)ccc(c23)C(=O)N1Oc1ccc([N+](=O)[O-])cc1[N+](=O)[O-],4.1%,-0.1%
CCOC(=O)C12CNC(=O)C(C(=O)OCC)(CNC1=O)C2,5.3%,0.9%
CCN(CC)S(=O)(=O)c1ccc(Cl)c(C(=O)NC2CCCCC2)c1,2.4%,-1.5%
O=C(NC1CCCC1)C(c1cccs1)N(Cc1ccco1)C(=O)Cn1nnc(-c2cccs2)n1 (centres undefined),0.4%,-6.0%
COc1cccc(NC(=O)CN2CCN(S(=O)(=O)c3ccc(C(C)C)cc3)CC2)c1,72.9%,-4.1%
COc1ccccc1-c1c(C)oc2c(CN3CCN(C)CC3)c(O)ccc2c1=O,4.6%,-2.4%
O=C(O)c1ccc(C2SCC(=O)N2Cc2ccccc2)cc1 (centres undefined),-1.3%,-4.2%
O=C(Nc1sc2c(c1C(=O)N1CCCCC1)CCCCC2)c1ccc([N+](=O)[O-])cc1,-4.3%,4.4%
COc1cccc(-c2nc(NC(C)(C)C)c3ccccc3n2)c1O,2.4%,-7.0%
O=C(NCc1ccco1)c1cc2nc(-c3ccccc3)cc(C(F)(F)F)n2n1,4.6%,-1.7%
CC(NC(=O)COc1ccccc1)C1COc2ccccc2O1 (centres undefined),0.3%,·
O=C(CCNc1ccc(-c2ccccc2)cc1)c1ccc(Br)cc1,-3.1%,2.9%
CC1=NC(=O)C(N=Nc2cccc(C(=O)O)c2)N1c1ccccc1 (centres undefined),3.7%,·

# The list goes on:
SMILES,Hsp70 inhibitors,Rat MKP-3 inhibitors
Cc1c(OC(=O)CNC(=O)OC(C)(C)C)ccc2c3c(c(=O)oc12)CCC3,15.5%,-1.4%
Cc1ccc(C(=O)c2ccc(Br)c([N+](=O)[O-])c2)cc1C,-1.1%,-0.6%
O=c1[nH]nc(Cc2ccc(Cl)cc2)c2ccccc12,-2.4%,·
Brc1ccc(OCCn2ccnc2)cc1,2.3%,-13.5%
CCOc1ccc(C(=O)NCCc2ccccc2)cc1,5.1%&1.1%,-0.2%
CCCOc1ccccc1/C=N/Nc1nncn1N,1.6%,-0.8%
CCOC(=O)c1c(COC(=O)c2ccco2)nc2ccccc2[n+]1[O-],-2.4%,-1.1%
O=C(CC1c2ccccc2Oc2ccccc21)N1CCN(c2ccccn2)CC1,-6.2%,-13.3%
O=C(NCC1CCCO1)c1ccccc1-c1nc(-c2ccc(F)cc2)no1 (centres undefined),-5.3%,0.0%
CC1(C)CC2CC(C)(CN2C(=O)c2cccs2)C1 (centres undefined),6.2%,-3.1%
CCCCNCCCOc1cc(C)cc(C)c1,1.5%,0.3%
COc1ccc(Br)cc1/C=C/C(=O)Nc1ccc(-c2nc3ncccc3o2)cc1,2.5%,12.9%
COc1ccc(S(=O)(=O)N(Cc2ccccc2)Cc2nc(-c3ccccc3)no2)cc1,5.6%,-1.2%
CN(C(=O)CCN1C(=O)c2ccccc2C1=O)C1CCCCC1,-1.6%,·
CCc1ccccc1NC(=O)CC1S\C(=N/N=C(C)/C=C/c2ccc(OC)cc2)NC1=O (centres undefined),-5.6%,8.2%
Cc1ccc(C(=O)C(C(=O)/C=C/c2ccccc2)=C2SCCCS2)cc1,-5.2%,·
CCOC(=O)N1CCN(C(=O)c2ccc3nc4cc(Cl)ccc4c(=O)n3c2)CC1,1.8%,-5.5%
O=C1S/C(=C\c2cccs2)C(=O)N1c1cccc(Cl)c1,-1.3%,-10.7%
Cc1ccc(NC(=O)Cc2cn3ccsc3n2)nc1,3.8%,-1.4%
CN1C(=O)c2ccccc2N(C)C1c1ccc2c(c1)OCO2 (centres undefined),-4.2%,-4.1%
COc1cccc(OCCOc2ccc(/C=C3/SC(=S)NC3=O)cc2OC)c1,-8.5%,7.5%
CCOc1ccccc1CN(CCc1ccc2c(c1)OCO2)Cc1ccccn1,-2.6%,0.2%
Cc1cc(C)cc(NC(=O)C(=O)NCc2ccco2)c1,0.2%,3.2%
Cc1ccc(-n2c(O)c(C=NC3CCS(=O)(=O)C3)c3ccccc3c2=O)cc1 (centres undefined),1.0%,·
c1cc(-c2noc(CC3CCCCC3)n2)ccn1,5.2%,-9.4%

# The results go on:
SMILES,Hsp70 inhibitors,Rat MKP-3 inhibitors
Cc1ccc(OCC2CNC(=O)O2)cc1 (centres undefined),-3.4%,3.0%
COc1ccccc1NC(=O)C1=C(C)NC2=C(C(=O)CCC2)C1c1ccc(C)o1 (centres undefined),·,-10.7%
COc1ccc(N(CC(=O)Nc2ccccc2C)S(C)(=O)=O)cc1,2.3%,2.1%
CC(C)NCC(=O)C12CC3CC(CC(C3)C1)C2,5.0%,0.8%
COc1ccc(C(=O)Nc2ccc(S(=O)(=O)Nc3nccc(C)n3)cc2)cc1OC,5.8%,·
CCCS(=O)(=O)N1CCC(C(=O)N2CCC(Cc3ccccc3)CC2)CC1,-3.1%,-5.1%
Cc1n[nH]c(C)c1Sc1ccccc1N=Cc1ccc([N+](=O)[O-])cc1,5.0%,-0.8%
O=C(NCCCN1CCN(c2ccccc2F)CC1)C1CCC(=O)N1C1CCCC1 (centres undefined),0.2%,-2.2%
Cc1noc(C)c1S(=O)(=O)N1CCC(C(=O)NC2CCN(Cc3ccccc3)CC2)CC1,-0.6%,·
CC(c1ccccn1)N(CCN(C)C)C(=S)Nc1cccc(F)c1 (centres undefined),-0.6%,·
COc1ccc(CNc2ccc3c(c2)ncn3C)cc1,-2.9%,2.3%

# Some of the compounds tested (hit frequency here may not be typical).
